PI4K2A inh = inhibitors of human PI4K2A; hit rate 0.13% among 420,000; Q9BTU6; purified PI4K2A, ADP-Glo luminescence, 1 h; hits give low values; activity change, negative = inhibition, % at 76.9 µM; in the data active means activity change below about -50%; inconclusive means mostly about -30% to -49%;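 further: -100% = wells without enzyme as full effect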
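Compounds are screened against recombinant PI4K2A using PI as substrate and ATP, the latter dispensed at 300 microM. Reactions run one hour at ambient temperature before ADP-Glo detection; full inhibition defined by wells lacking enzyme.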
D2 agonist = activates the human D2 dopamine receptor; P14416; activation, % at 2 µM; hit rate 0.53% among 340,000; HEK293 T-REx D2 cells, calcium flux agonist mode;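 active means activation over 3 SD above normal in the single-dose calcium agonist read, cut at about 30% in these data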; further: 0% is about no effect
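Tetracycline-induced HEK293 T-REx cells with force-coupled D2 receptor, plated overnight at 30 C, loaded with no-wash calcium dye. After a 10 s baseline, compound was pin-added and calcium flux read kinetically for 180 s; calcium rises flagged agonists.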
TrxR1 inh = rat TrxR1 inhibition; Potency, µM (highest dose often 114 µM), without a hit: at the top dose activity change, negative = inhibition, actives largely listed as inhibitors; recombinant rTrxR1, NADPH fluorescence consumption, selenite substrate; O89049; AID 588453; hit rate 1% among 390,000; further: potency means the concentration at half of the fitted maximal effect; on the % scale 0 is the no-effect control and ±100 the full control effect; nearly all actives have a fitted effect of over 65% in size
Target sequence (O89049 whole entry, looked up): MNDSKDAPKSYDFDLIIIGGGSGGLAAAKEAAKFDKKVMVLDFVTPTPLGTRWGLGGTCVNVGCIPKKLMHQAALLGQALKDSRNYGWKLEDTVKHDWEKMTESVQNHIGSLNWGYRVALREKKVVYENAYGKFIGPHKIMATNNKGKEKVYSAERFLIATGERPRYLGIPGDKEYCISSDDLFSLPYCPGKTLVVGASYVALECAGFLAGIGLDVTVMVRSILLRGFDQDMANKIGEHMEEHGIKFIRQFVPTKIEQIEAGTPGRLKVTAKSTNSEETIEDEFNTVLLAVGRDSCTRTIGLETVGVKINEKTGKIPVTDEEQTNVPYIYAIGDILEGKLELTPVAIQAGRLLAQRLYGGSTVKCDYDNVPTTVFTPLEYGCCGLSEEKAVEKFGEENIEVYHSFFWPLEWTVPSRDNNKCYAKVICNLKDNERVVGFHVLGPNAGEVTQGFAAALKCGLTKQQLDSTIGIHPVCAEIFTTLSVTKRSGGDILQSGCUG
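Rat TrxR1 (90 nM in the dispensed reagent) was pre-reduced with 400 uM NADPH for 5 min at room temperature, then incubated with compound for 15 min. After 400 uM selenite was added, NADPH fluorescence (Ex 340/Em 450 nm) was followed for 8 min.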
D2 antagonist = antagonizes the human D2 dopamine receptor | P14416 | inhibition, % at 10 µM | HEK293 TREx D2 cells, calcium flux, dopamine EC80 | hit rate 2% among 340,000; in the data active means inhibition above about 30%; further: 0% is about no effect
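In this primary screen, negative modulation is detected by tracking calcium flux after an EC80 dopamine challenge in inducible HEK293 T-REx D2 cells preexposed to test compound for 180 s.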
TRHR enhancer = TRH receptor (human) allosteric enhancement. TRHR cells, fluo-8 calcium fluorescence, EC20 TRH enhancement. hit rate 0.66% among 360,000. enhancement, % at 2 µM; in the data active means enhancement above about 30%; further: 0% is about no effect
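TRHR-expressing cells loaded with fluo-8 calcium dye were read kinetically (ex 480/em 530) during compound addition, then stimulated with an EC20 of TRH (10 nM final). Enhancement of the Gq-mediated intracellular calcium response was scored.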
TRHR agonist = TRH receptor (human) agonism; P34981; TRHR cells, calcium flux fluo-8, FDSS agonist mode; activation, % at 2 µM; hit rate 0.18% among 360,000; AID 493084; in the data active means activation above about 30%; further: 0% is about no effect
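Agonist-mode FDSS calcium read (Ex 480/Em 530, 1 s cycles) in 1536-well TRHR cells with fluo-8 dye, after 10-cycle baseline and 23 nL compound addition; TRH at EC20 (10 nM final) added afterwards for the enhancer phase.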
USP1-UAF1 inh = USP1/UAF1 (human) deubiquitinase inhibition; recombinant USP1/UAF1, Ub-Rhodamine cleavage fluorescence; O94782; Potency, µM (titrated, usually from 57.1 µM), inactives show at the highest dose activity change, negative = inhibition, actives largely listed as inhibitors; hit rate 0.23% among 390,000; further: potency means the concentration at half of the fitted maximal effect; on the % scale 0 is the no-effect control and ±100 the full control effect; nearly all actives have a fitted effect of over 60% in size; inactives centre near -12
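Step one: compound is pinned into 1nM USP1/UAF1 in HEPES pH 7.8 buffer with TCEP. Step two: 15 min room-temperature incubation. Step three: Ub-Rho (150nM final) starts cleavage, tracked by fluorescence over six one-minute reads.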
TrxR1 substrate = rat thioredoxin reductase 1 substrate activity; hit rate 0.01% among 390,000; purified TrxR1 substrate turnover, NADPH consumption readout; O89049; Potency, µM (highest dose often 114 µM), for inactives: at the top dose activity change, negative = substrate turnover; further: potency means the concentration at half of the fitted maximal effect; on the % scale 0 is the no-effect control and ±100 the full control effect; nearly all actives have a fitted effect of over 50% in size
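Rat TrxR1, dispensed at 90 nM, was prereduced with 400 uM NADPH (final) for 5 min at ~22 deg C, then incubated with compound 15 min before 400 uM selenite. A first-read NADPH fluorescence drop versus no-compound background flagged substrates.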
IDH1 R132H inh = blocks human mutant IDH1 R132H enzyme | O75874 | IDH1-R132H enzyme, NADPH consumption, diaphorase/resazurin fluorescence | Potency, µM (top dose mostly 76.6 µM), for the others: at the highest dose activity change, negative = inhibition, hits mostly inhibitors | hit rate 0.093% among 390,000; further: potency means the concentration at half of the fitted maximal effect; on the % scale 0 is the no-effect control and ±100 the full control effect; nearly all actives have a fitted effect of over 65% in size
Target sequence (O75874 whole entry R132H, stated change not applied): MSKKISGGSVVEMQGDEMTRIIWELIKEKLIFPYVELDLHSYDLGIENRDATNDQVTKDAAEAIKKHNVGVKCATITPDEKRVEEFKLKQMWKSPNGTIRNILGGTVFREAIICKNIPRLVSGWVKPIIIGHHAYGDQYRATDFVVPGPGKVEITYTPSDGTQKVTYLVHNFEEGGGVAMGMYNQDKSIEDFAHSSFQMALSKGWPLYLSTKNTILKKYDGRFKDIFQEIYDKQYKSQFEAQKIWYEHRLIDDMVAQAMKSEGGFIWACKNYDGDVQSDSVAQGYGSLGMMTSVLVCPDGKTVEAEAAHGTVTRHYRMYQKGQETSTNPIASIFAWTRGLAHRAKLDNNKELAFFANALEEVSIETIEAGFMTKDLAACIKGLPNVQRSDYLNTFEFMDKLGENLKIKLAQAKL
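IDH1-R132H (0.5 ug/mL) preincubated 30 min with compound, then NADPH (0.016 mM) and alpha-KG (2 mM) added; 80 min at RT, pH 7.5. Remaining NADPH coupled via diaphorase/resazurin to fluorescence (540/590 nm); concentration-response curves normalized to no-enzyme control.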
* hit, by the source's call; ? = inconclusive; · = not tested or not shown; & = joins results of further samples; [ ] = dose if it differs, or a comment. Unless noted, the call rests on the fitted dose curve; in most records, active means well fitted inhibition curve with a large enough effect; inconclusive means small, poorly fitted or top-dose-only effect; inactive means no such curve, though single readings can be large or run the other way. The order is random; any-hit rate near 3.9%.

Start of the data: the first two entries, to show the layout:
SMILES | PI4K2A inh | D2 agonist | TrxR1 inh | D2 antagonist | TRHR enhancer | TRHR agonist | USP1-UAF1 inh | TrxR1 substrate | IDH1 R132H inh
OC(COc1ccc2cc(Br)ccc2c1)CN1CCOCC1 (configuration not stated) | 4 | 0.1 | 6% | -4 | 3 | 0.5 | -2% | -3%[57.1 µM] | 0%
COc1cc(NC(=O)Cc2c(C(=O)O)[nH]c3ccccc23)cc(OC)c1OC | -2 | 0.8 | 12% | 4 | 2 | 0.5 | -24% | 7% | 8%

The listing, repeating the preview:
SMILES | PI4K2A inh | D2 agonist | TrxR1 inh | D2 antagonist | TRHR enhancer | TRHR agonist | USP1-UAF1 inh | TrxR1 substrate | IDH1 R132H inh
OC(COc1ccc2cc(Br)ccc2c1)CN1CCOCC1 (configuration not stated) | 4 | 0.1 | 6% | -4 | 3 | 0.5 | -2% | -3%[57.1 µM] | 0%
COc1cc(NC(=O)Cc2c(C(=O)O)[nH]c3ccccc23)cc(OC)c1OC | -2 | 0.8 | 12% | 4 | 2 | 0.5 | -24% | 7% | 8%
CC(C)CN(C(=O)CN1CCN(c2ccc([N+](=O)[O-])cc2)CC1)c1c(N)n(CC(C)C)c(=O)[nH]c1=O | 0 | 0.9 | 15% | -11 | -4 | 0.2 | -26% | 4% | 19%
Nc1c(Cl)cc(-c2csc(N3CCCC3c3nc4cc(Cl)c(Cl)cc4n3CCOCCO)n2)cc1Cl (configuration not stated) | -2 | -0.3 | -14% | 17 | 3 | 0.2 | -24% | -5% | -10%
O=C(NC(=S)N1CCCCC1c1cccnc1)c1ccc(F)cc1 (configuration not stated) | -7 | 0.3 | 3% | -5 | -1 | -0.1 | ? | 3% | 0%
COc1ccc(S(=O)(=O)n2nc(OC(=O)c3c(-c4ccccc4Cl)noc3C)cc2N)cc1 | 12 | 0.4 | 26% | 18 | -5 | -0.4 | -8% | 0% | 2%
COc1ccc(OC)c(N(C)S(=O)(=O)c2ccc3c(c2)NC(=O)CC(=O)N3)c1 | -2 | 1.0 | 7% | · | 21 | 1.0 | ? | 0% | -9%
COc1ccccc1NS(=O)(=O)c1cc(C(=O)NCC(c2ccco2)N(C)C)ccc1C (configuration not stated) | -2 | 0.2 | -16% | -3 | -3 | 0.7 | -4% | -12% | 17%
C[C@]12C(=O)N(c3ccccc3)C(=O)N1[C@@H]1c3ccccc3OC[C@@H]1[C@H]2c1ccccc1 | 2 | 0.7 | 6%[57.1 µM] | -23 | 5 | 0.9 | 8% | 3%[57.1 µM] | -12%
COc1cc(C2C(C(=O)c3ccc(C)o3)=C(O)C(=O)N2c2cc(C)on2)cc(Br)c1O (configuration not stated) | -5 | 0.8 | -6% | -10 | -3 | 1.5 | -29% | 1% | 0%

Brought forward from above: two entries, followed by the next part.
SMILES | PI4K2A inh | D2 agonist | TrxR1 inh | D2 antagonist | TRHR enhancer | TRHR agonist | USP1-UAF1 inh | TrxR1 substrate | IDH1 R132H inh
C[C@]12C(=O)N(c3ccccc3)C(=O)N1[C@@H]1c3ccccc3OC[C@@H]1[C@H]2c1ccccc1 | 2 | 0.7 | 6%[57.1 µM] | -23 | 5 | 0.9 | 8% | 3%[57.1 µM] | -12%
COc1cc(C2C(C(=O)c3ccc(C)o3)=C(O)C(=O)N2c2cc(C)on2)cc(Br)c1O (configuration not stated) | -5 | 0.8 | -6% | -10 | -3 | 1.5 | -29% | 1% | 0%
CCN1C(=O)[C@@H]2[C@@H](c3ccc(-c4ccc5c(c4)OCO5)c(OC)c3)N3CCCC[C@@]3(C(=O)OC)[C@@H]2C1=O | -1 | 0.7 | 23% | -10 | 10 | 0.3 | ? | 14% | -12%
OC(COc1ccc(OCC(O)CN2CCCCCC2)cc1)CN1CCCCCC1 (configuration not stated) | -4 | -1.3 | -5%[57.1 µM] | -7 | 7 | -0.1 | -21% | 3%[57.1 µM] | -2%
Cc1ccc(C)c(SCC(=O)Nc2nnc(-c3ccccc3)o2)c1 | -4 | -0.3 | 18% | -8 | 7 | 0.7 | -15% | 5% | 4%
CCCS(=O)(=O)N1CCCC(C(=O)Oc2ccc(C)c(C)c2)C1 (configuration not stated) | 0 | 1.7 | 11%[57.1 µM] | 1 | 8 | -0.1 | -13% | 7%[57.1 µM] | 6%
CN(CC(=O)Nc1ccccc1Cl)C(=O)c1ccc(N2CCCCCC2)c([N+](=O)[O-])c1 | -5 | -0.3 | 21% | -10 | -4 | -0.5 | -24% | 0% | 2%
Cc1cc2nc(C3CCN(Cc4nnnn4Cc4ccccc4)CC3)[nH]c2cc1C | 3 | 0.8 | -12% | 9 | -4 | 2.5 | 13% | -8% | 2%
CCO[C@@H]1OC(C(=O)NC2CC2)=C[C@H](c2ccc3c(c2)OCO3)[C@H]1CCCO | 0 | -0.1 | ? | -6 | 4 | -0.5 | -15% | 7% | 3%
CN(Cc1ccccc1)C(=O)c1cccc(C(=O)N(C)Cc2ccccc2)c1 | -1 | -0.5 | -22% | -29 | 2 | -1.3 | -33% | -2% | -2%
O=C(Nc1nnc(C2=COCCO2)o1)c1ccc(Br)cc1 | · | -0.2 | · | 18 | -3 | -0.5 | · | · | ·
Cc1ccc(SCC(=O)NC2CCS(=O)(=O)C2)cc1C (configuration not stated) | -3 | -0.5 | 8% | 10 | -2 | 1.5 | -3% | -14% | 12%
CCCn1c(=N)c(C(=O)NCc2cccnc2)cc2c(=O)n3ccccc3nc21 | 0 | -0.7 | ? | · | -3 | -0.8 | -30% | 842%[activator] | 1%
CC(=O)N1CCc2cc(S(=O)(=O)C(C)CC(=O)Nc3ccc(Br)c(C)c3)ccc21 (configuration not stated) | 2 | -1.8 | 7% | · | -5 | -0.5 | ? | -2% | 12%
COc1ccc(NC(=S)NCCCN2CCCC2)cc1 | 0 | 0.3 | -15% | -15 | -7 | -0.6 | -19% | -3% | 0%
Cc1ccc(Cn2c(SCC(=O)NCc3ccccc3Cl)nc3ccsc3c2=O)cc1 | 7 | -1.1 | 33%[57.1 µM] | · | 7 | 0.3 | -14% | 11%[57.1 µM] | 5%
O=C(OCC(=O)c1ccc(Cl)cc1Cl)c1ccc2c(c1)C(=O)N(c1cccc3ncccc13)C2=O | 8 | 0.1 | 0% | 2 | 1 | 0.5 | -16% | -6% | 15%
O=C(Cn1nnc(-c2ccccc2)n1)N/N=C/c1cccc([N+](=O)[O-])c1O | -11 | 0.5 | 2%[57.1 µM] | -4 | -7 | -0.1 | -13% | -3%[57.1 µM] | -9%
O=C(N/N=C/c1ccccc1OCC(=O)N1CCCC1)C(=O)Nc1ccccc1F | -6 | -0.1 | -11%[57.1 µM] | -10 | -3 | 0.3 | -16% | 0%[57.1 µM] | -2%
CC(C)=C(NC(=O)c1ccccc1)C(=O)N/N=C(\C)c1ccccc1O | -5 | -0.2 | 6% | 63* | 2 | -0.3 | -20% | 4% | 0%
Cc1noc(C)c1CSCC(=O)OCc1nnc(-c2ccc([N+](=O)[O-])cc2)o1 | 2 | · | 6% | · | · | · | -9% | -1% | -5%
CCCc1cc(=O)[nH]c(SCC(=O)Nc2ccc(C)c(S(=O)(=O)N3CCCCC3)c2)n1 | -2 | -0.8 | 22% | -5 | 4 | 0.0 | -12% | -1% | -11%
CC1=C/C(=C\C=C(C#N)C#N)N(C)c2ccccc21 | 9 | 32* | -22% | -21 | -4 | 24 | 16% | -21% | -5%
Cc1ccc(C2C(C(=O)O)c3ccccc3C(=O)N2C)c(C)c1 (configuration not stated) | 0 | 2.3 | -8% | 2 | -2 | 0.4 | -20% | -10% | 4%
Cc1ccc(CN2C(=O)c3ccccc3Sc3ccc(C(=O)NC4CCCCC4)cc32)cc1 | -7 | 0.2 | 16%[57.1 µM] | · | 2 | 0.9 | -26% | 0%[57.1 µM] | -7%
COc1cc(CC(=O)N2CCN(S(=O)(=O)c3ccc(C)cc3)CC2)cc(OC)c1OC | -3 | · | 8% | · | · | · | -13% | 0% | -2%
O=C(NCc1ccc2c(c1)OCO2)NC12CC3CC(CC(C3)C1)C2 | 1 | 0.9 | 3%[57.1 µM] | -9 | -11 | 0.5 | -1% | 0%[57.1 µM] | 2%
CCC(=O)c1ccc(OCC(=O)OC(C)C(=O)N2CCc3ccccc32)cc1 (configuration not stated) | 2 | -1.3 | 3% | -5 | 1 | -0.8 | -14% | -8% | 2%
CCCNC(=O)C(=O)N/N=C/c1ccc(OCc2ccccc2)cc1 | -2 | -0.8 | 39%[activator] | 4 | 3 | -0.6 | -2% | 6% | 9%
O=C(C1CCN(CCCc2ccccc2)CC1)N(CCc1ccccc1)Cc1ccccc1 | 0 | 4.9 | -12% | 39* | 0 | 0.1 | -3% | -8% | 2%
C=C1CC[C@@H]2[C@](C)(CO)[C@H](O)CC[C@@]2(C)[C@@H]1/C=C/C1=CCOC1=O | -4 | 0.8 | -21%&8% | -8 | 12 | 0.4 | -4% | 5%&-5% | 0%
Fc1ccccc1NC(=S)N(CCN1CCCCC1)Cc1ccco1 | 2 | 0.0 | 29%[57.1 µM] | 10 | -5 | -0.1 | -15% | 13%[57.1 µM] | 27%
O=C(CSc1ccccc1)N1CCCC(N2CCN(c3ccccc3)CC2)C1 (configuration not stated) | 0 | 2.5 | 16% | -3 | -4 | -1.0 | -14% | 0% | -8%
COC(=O)c1ccc(OC)c(Cn2c(=O)n(C)c(=O)c3sccc32)c1 | -1 | 0.6 | 45%[activator] | 5 | -10 | -1.3 | -17% | 6% | -6%
C=CCn1c(SCC(=O)Nc2cc(C)on2)nc2sc(CC)cc2c1=O | 5 | -0.7 | 23%[57.1 µM] | -14 | -3 | -0.6 | -16% | -2%[57.1 µM] | 6%
CC1c2[nH]c3ccccc3c2C[C@H]2C(=O)N(CCCO)CC(=O)N12 (some centres not stated) | 0 | 0.5 | 11% | 3 | 4 | 0.5 | -19% | 3% | -5%
CC[C@]12c3[nH]c4ccc(OC)cc4c3CCN1C(=O)C(CC(=O)NCc1ccc(OC)c(OC)c1)C[C@@H]2C(=O)N1CCN(C(=O)C2CC2)CC1 (some centres not stated) | 4 | · | -11% | · | · | · | ? | 0% | 3%

High-throughput results: PubChem BioAssay, National Center for Advancing Translational Sciences (NCATS)
